# Assay outcomes from PubChem BioAssay.
# Y pestis TopoI: Yersinia pestis topoisomerase I inhibitors, primary screen, biochemical, cleavage product accumulation, plate reader, single point. 0.064% of 360,000 active. activity, % at 10 µM. Y. pestis Topo-I cleavage product accumulation. AID 504884, 2011. DNA topoisomerase I (Yersinia pestis CO92); in the data active = activity above about 50%, passing the limit was not always enough; inconclusive = no clear call, values can overlap the other calls; note: inactives centre near 2
# Rv3671c inh: Rv3671c serine protease inhibitors, primary screen, biochemical, fluorescence polarization, M. tuberculosis H37Rv. P9WHR9. 0.048% of 320,000 active. inhibition, % at 5.96 µM. AID 2606, 2010; in the data active = inhibition above about 38%;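 note: extracellular domain of Rv3671c used as enzyme; 0% = enzyme with DMSO and 100% = no enzyme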
# SARS 3CLpro inh: SARS-CoV 3CLpro protease inhibitors, primary screen, biochemical, quenched FRET; Replicase polyprotein 1ab (Severe acute respiratory syndrome coronavirus), P0C6X7; AID 1706, 2009; 0.14% of 290,000 active; inhibition, % at 6 µM; recombinant SARS-CoV 3CLpro, quenched FRET peptide cleavage; in the data active = inhibition above about 12%
# CCHF vOTU inh: CCHFV vOTU protease inhibitors, primary screen, biochemical, Pep-AMC substrate, fluorescence | inhibition, % at 11.5 µM | 0.55% of 370,000 active; in the data active = inhibition above about 30%; note: 0% = vehicle wells with enzyme and 100% = no enzyme wells
# MazF activator: activators of E. coli MazEF toxin-antitoxin RNase, primary screen, biochemical, fluorescence, uHTS | Endoribonuclease toxin MazF (Escherichia coli (strain K12)), P0AE70 | FAM/BHQ RNA-DNA oligo cleavage fluorescence, 5 h | activation, % at 20 µM | 0.32% of 350,000 active; in the data active = activation above about 50%
# DUSP3 inh: VHR1 phosphatase inhibitors, primary screen, biochemical, absorbance, uHTS. 0.52% of 290,000 active. AID 1654, 2009. Dual specificity protein phosphatase 3 (Homo sapiens), P51452. recombinant VHR phosphatase, pNPP absorbance. inhibition, % at 13.3 µM; in the data active = inhibition above about 50%; note: some compounds called inactive have numbers as strong as hits
# TcdB inh: TcdB glycohydrolase inhibitors, primary screen, biochemical, single point, plate reader; inhibition, % at 9.99 µM; 0.24% of 350,000 active; TcdB glycohydrolase enzymatic assay; AID 652162, 2013; in the data active = inhibition above about 10%
# Vc quorum ag: inducers of Vibrio cholerae quorum light production without autoinducers, primary screen, BH1578 luxS cqsA deficient, single point; V. cholerae BH1578 lux reporter, luminescence, 6 h; activation, % at 18.7 µM; 0.16% of 350,000 active; AID 588436, 2011; in the data active = activation mostly above about 9.7%, no sharp cut-off; inconclusive = no clear call, values can overlap the other calls; inactive = mostly below about 3.7%; note: not every result past the cut was called active; inactives centre near 0; reference of the scale not given here
# SSB-PriA inh: inhibitors of Klebsiella pneumoniae PriA binding to SSB C-terminal tail, primary screen, biochemical, AlphaScreen | inhibition, % at 33 µM | 0.6% of 430,000 active | AID 1272365, 2023 | AlphaScreen SSBct-PriA binding, biotinylated peptide | PriA–SSB C-terminal tail interaction (Klebsiella pneumoniae); in the data active = inhibition mostly above about 37%, no sharp cut-off; inactive = mostly below about 20%;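 note: plate controls were negative control peptide for no effect and reference peptide for full effect; strong numbers were not always called active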
# PrPC surface inh: inhibitors of human cell surface prion protein PrPC, primary screen, cell-based, TR-FRET. TR-FRET read-out. inhibition, % at 13.8 µM. 0.43% of 370,000 active. AID 720596, 2013; in the data active = inhibition above about 24%; note: 0% = median of the test wells and 100% = reference compound wells
# An asterisk follows results filed as active; i = inactive; ? = inconclusive; . = not tested or not shown; & = joins results of further samples. This is a subset; the hit share may differ from the screen's.
# Under each structure: SSB-PriA inh	MazF activator	Vc quorum ag	SARS 3CLpro inh	Y pestis TopoI	DUSP3 inh	Rv3671c inh	PrPC surface inh	TcdB inh	CCHF vOTU inh
> O=C(Nc1cccnc1)c1cccc(-c2cc3ccccc3oc2=O)c1
    -4	-83	-0.5	5	-1	2	-4	-4	-0.4	-2
> COc1ccc(Cl)cc1C(=O)Nc1ccc2nc3n(c(=O)c2c1)CCCC3
    -5	6	i	-3	11	-2	.	2	1.3	1
> COC(=O)C1CCN(C(=O)c2cc3ccccc3oc2=O)CC1
    -8	-4	-2.5	-1	7	6	6	-2	.	-6
> OC(COc1ccc(C2C=CCC2)cc1)CN1CCCCC1 (configuration not stated)
    -3	-23	5.3	8	25	8	-3	6	.	-14
> O=C(O)CC1(CC(=O)NCc2ccc(-c3cccs3)cc2)CCCCC1
    5	-4	i	-3	4	-15	7	-3	-1.0	3
> COc1ccc(N=C2CCS(=O)(=O)c3sccc32)cc1
    9	5	.	3	-17	-22	-3	8	1.4	2
> COC(=O)c1nnn(-c2cccc(Cl)c2)c1C(=O)OC
    2	2	-0.4	-1	-7	14	6	-2	1.5	-9
> COC(=O)Cn1c(CN2CCc3ccccc3C2)nc2c1c(=O)n(C)c(=O)n2C
    -4&0	13	i	.	5	16	5	4	0.0	8
> CCC1(C(=O)O)NC(c2cccc(OC)c2O)C2C(=O)N(c3ccccc3)C(=O)C21 (configuration not stated)
    -8	10	-0.1	-1	6	16	3	2	0.7	1
> Cc1cc(C)n(CCc2nc(-c3cccs3)cs2)n1
    -20	7	-0.4	0	-5	13	9	-17	.	6

# Exported as labelled records: part of the list above.
> COC(=O)C1CCN(C(=O)c2cc3ccccc3oc2=O)CC1
  SSB-PriA inh: -8; MazF activator: -4; Vc quorum ag: -2.5; SARS 3CLpro inh: -1; Y pestis TopoI: 7; DUSP3 inh: 6; Rv3671c inh: 6; PrPC surface inh: -2; TcdB inh: .; CCHF vOTU inh: -6
> OC(COc1ccc(C2C=CCC2)cc1)CN1CCCCC1 (configuration not stated)
  SSB-PriA inh: -3; MazF activator: -23; Vc quorum ag: 5.3; SARS 3CLpro inh: 8; Y pestis TopoI: 25; DUSP3 inh: 8; Rv3671c inh: -3; PrPC surface inh: 6; TcdB inh: .; CCHF vOTU inh: -14

# Entries listed so far that have sulfur:
# Under each structure: SSB-PriA inh	MazF activator	Vc quorum ag	SARS 3CLpro inh	Y pestis TopoI	DUSP3 inh	Rv3671c inh	PrPC surface inh	TcdB inh	CCHF vOTU inh
> O=C(O)CC1(CC(=O)NCc2ccc(-c3cccs3)cc2)CCCCC1
    5	-4	i	-3	4	-15	7	-3	-1.0	3
> COc1ccc(N=C2CCS(=O)(=O)c3sccc32)cc1
    9	5	.	3	-17	-22	-3	8	1.4	2
> Cc1cc(C)n(CCc2nc(-c3cccs3)cs2)n1
    -20	7	-0.4	0	-5	13	9	-17	.	6

# Other results:
# Under each structure: SSB-PriA inh	MazF activator	Vc quorum ag	SARS 3CLpro inh	Y pestis TopoI	DUSP3 inh	Rv3671c inh	PrPC surface inh	TcdB inh	CCHF vOTU inh
> Cc1ccc(C)c(OCCCC(=O)NC2CCCCC2)c1
    -6	-2	0.6	1	2	18	1	14	0.8	-6
> COc1ccc(NC(=O)N(Cc2cc3cc(OC)c(OC)cc3[nH]c2=O)CC2CCCO2)cc1 (configuration not stated)
    1	-7	-1.1	4	8	20	-6	15	-1.2	2
> CCS(=O)(=O)c1ccc(O)c(NC(=O)COc2ccccc2)c1
    -7	6	i	-1	6	30	1	2	.	4
> COc1ccc(C(=O)Nc2ccccc2C(=O)NCCN2CCOCC2)cc1
    -11	8	-3.7	-3	-10	2	0	2	-0.7	-20
> COc1ccc(-c2cc(C(F)(F)F)c(C#N)c(SCC(=O)O)n2)cc1
    0	3	-1.4	2	-1	-5	5	-7	0.6	-19
> O=[N+]([O-])c1ccc(CP(=O)(c2ccccc2)c2ccccc2)cc1
    -3	2	0.7	-5	-15	56*	.	-21	0.7	7
> CCCS(=O)(=O)N1CCN(C(=O)CCC2CCCC2)CC1
    -11	3	-1.4	-3	9	-5	1	-3	.	3
> Cc1cnc(C(=O)OCc2cc(=O)n3c(C)cccc3n2)cn1
    -8	5	i	.	-5	.	1	-7	1.2	10
> Cc1cc(C)c2c(=O)[nH]n(C(C)C)c2n1
    -14	3	0.0	2	-9	-10	-2	-1	.	8
> Cn1c(Sc2ccc(Cl)cc2)c(C=O)c2ccccc21
    -1	-9	-4.2	6	14	-7	-9	21	.	4
> CN(C)N(C(=O)c1cc(-c2cccs2)nn1-c1ccccc1)C1CCS(=O)(=O)C1 (configuration not stated)
    -3	3	2.7	.	2	.	9	-4	-0.1	-2
> CC(C(=O)NCc1ccccc1)N(Cc1ccccc1Cl)C(=O)c1snc(C(N)=O)c1N (configuration not stated)
    -15	-4	-0.3	-10	25	11	-11	-9	0.0	2
> Cc1ccc(NC(=O)C2C3C=CC4(O3)C2C(=O)N(CCCN2CCCC2)C4C(=O)NC2CCCCC2)cc1Cl (configuration not stated)
    -16	15	-0.5	-5	3	53*	-4	3	2.1	1
> CCc1cccc(C)c1NC(=S)N(CCCN1CCN(C)CC1)Cc1cccs1
    -12	-7	-0.2	1	-3	16	9	-6	1.2	12
> COC(=O)C1CCN(C(=O)c2cc3c(=O)n4cccc(C)c4nc3n2Cc2ccccc2)CC1
    4	-1	i	3	-1	4	1	7	0.6	-2
> CC[C@H](C)[C@@H]1NC(=O)c2cc([N+](=O)[O-])cc(I)c2NCC[C@@H](C(N)=O)NC(=O)[C@H](CCCN=C(N)N)NC1=O
    18	16	.	3	.	-4	6	-18	10*	6
> CCOc1ccc(NCc2cccn2-c2nnc(N3CCC(C(=O)NCCCN4CCCCC4)CC3)s2)cc1
    25	19	-0.6	0	?	32	-2	-10	-1.8	11
> COc1ccc(OC)c(S(=O)(=O)N2CCC(C(=O)NCc3ccccc3)CC2)c1
    -12	-2	.	3	4	18	7	-6	.	5
> C1CCN(c2nc3nonc3nc2N2CCCC2)C1
    6	2	-2.2	0	3	23	0	-8	.	-2
> Cc1ccc(Cn2c(CN3CC(C)OC(C)C3)nc3c2c(=O)n(C)c(=O)n3C)cc1 (configuration not stated)
    -6	-24	-0.3	-2	-2	17	12	2	4.6	-7
> CC1CCCCC1NC(=O)CCS(=O)(=O)c1cccc2nonc12 (configuration not stated)
    3	3	-0.3	-4	-5	-30	-7	-25	.	-6
> CC(C)(C)C1CCc2sc(C(=O)NNC(=O)CCl)cc2C1 (configuration not stated)
    1	1	i	4	2	12	.	-6	0.3	1
> Cc1nn(C)c(C(=O)N/N=C/c2ccc(-c3ccccc3)cc2)c1Cl
    .	4	-0.2	-4	16	6	1	3	-0.3	2
> CC(C)(CN=C1NS(=O)(=O)c2ccccc21)CNC(=O)c1ccccc1
    -7	-1	-1.1	-2	6	2	-3	-4	-0.4	0
> COc1ccc(-c2cn(Cc3cccc(OC)c3)nn2)cc1
    -10	-1	-0.6	-1	23	24	-11	3	0.0	13
> CN(C(=O)c1cccc(Br)c1)C1CCS(=O)(=O)C1 (configuration not stated)
    -2	5	0.0	.	10	.	9	-8	0.4	-9
> CCOC(=O)c1cnn(-c2ccccc2)c1-n1cccc1C(=O)C(=O)N(C)C
    -13	0	i	0	-6	10	-5	8	1.6	1
> NC(=O)N/N=C/c1ccc(-c2ccc(S(=O)(=O)Nc3ncccn3)cc2)o1
    .	3	-0.3	.	-8	.	.	-7	1.9	-2
> CCOc1ccc2c(c1)C(=O)c1cc(OCC(=O)O)ccc1-2
    0	6	i	4	-6	5	-9	3	0.3	-8
> CN1CCN(c2nc(Nc3ccc(F)cc3)nc(Nc3ccc(F)cc3)n2)CC1
    13	6	i	-3	-13	.	-12	-6	1.2	-12
> N#CC1=C(N)OC2=C(C(=O)CC(c3ccco3)C2)C1c1ccc(OCc2c(F)cccc2Cl)cc1 (configuration not stated)
    -9	0	i	8	-1	13	-24	-3	.	-1
> O=C(/C=C/c1ccccc1)NCc1ccco1
    0	2	-0.1	-4	1	26	2	2	0.1	0
> CC(=O)c1ccc(-n2c(=O)[nH]c(=O)c3c(N)c(C(=O)c4ccc(Cl)cc4)sc32)cc1
    -13	-35	-0.4	-1	11	-4	-18	3	-0.7	13
> CC(C)C[C@H](NC(=O)N1CCn2c1nc1ccccc12)C(=O)NCCc1ccccc1
    5	1	-0.4	0	-3	21	0	0	0.2	20
> Cc1ccc(CNC(=O)c2ccc3c(=O)n(CC4CCCO4)c(=S)[nH]c3c2)cc1 (configuration not stated)
    -3	5	i	-3	5	-6	-12	-1	.	-9
> O=c1cc(CCl)nc2sc3ccccc3n12
    9	-16	i	-1	1	5	1	-12	0.8	8
> CC(C)(C)c1ccc(OCCCn2ccnc2)cc1
    4	7	-0.4	0	9	-4	7	-1	0.2	-6
> CCOc1ccc(NS(=O)(=O)c2ccc(NC(C)=O)c(OC)c2)cc1
    0	2	-0.3	0	-1	31	2	4	1.4	0
> COc1ccc(COC(=O)c2ccc(Cl)c(S(=O)(=O)N3CC(C)OC(C)C3)c2)cc1 (configuration not stated)
    -22	-2	-2.3	.	43	.	-6	1	3.1	-6
> Cc1ccc(C(=O)Nc2sc(C)c(C)c2C(=O)c2ccccc2)cc1
    -3	-16	-0.3	-1	28	30	-8	2	.	14
> Nc1ccc2c3c(cccc13)CC2
    14	13	-0.2	-2	1	11	-5	3	.	-18
> Cc1ccccc1C(=O)N1c2ccccc2OCC1C(C)(C)C (configuration not stated)
    4	2	i	2	19	14	5	5	0.2	7
> CCn1c(SCc2nc3ccccc3[nH]2)nnc1-c1cnccn1
    -7	1	-0.5	6	9	7	0	-1	.	4
> CC1(C)C(=O)OC(c2cccn2-c2ccc([N+](=O)[O-])cc2)C(C)(C)C1=O (configuration not stated)
    -13	-2	-0.3	1	-5	3	-9	-3	.	2

# Copied from the list.
# Result of CN1CCN(c2nc(Nc3ccc(F)cc3)nc(Nc3ccc(F)cc3)n2)CC1 in TcdB inh: 1.2
# Result of COC(=O)Cn1c(CN2CCc3ccccc3C2)nc2c1c(=O)n(C)c(=O)n2C in SSB-PriA inh: -4&0

# Reprinted at random: two compounds from above, in no set order.
# Under each structure: SSB-PriA inh	MazF activator	Vc quorum ag	SARS 3CLpro inh	Y pestis TopoI	DUSP3 inh	Rv3671c inh	PrPC surface inh	TcdB inh	CCHF vOTU inh
> Cc1ccccc1C(=O)N1c2ccccc2OCC1C(C)(C)C (configuration not stated)
    4	2	i	2	19	14	5	5	0.2	7
> CC1(C)C(=O)OC(c2cccn2-c2ccc([N+](=O)[O-])cc2)C(C)(C)C1=O (configuration not stated)
    -13	-2	-0.3	1	-5	3	-9	-3	.	2
